Screening data from PubChem BioAssay.
TcdB GH inh = TcdB glycohydrolase inhibition. P18177. TcdB glycohydrolase enzymatic assay, plate reader. inhibition, % at 9.99 µM. hit rate 0.24% among 350,000. AID 652162; in the data active = inhibition above about 10%
An asterisk follows results filed as active.

Start of the listing, in advance, two compounds:
SMILES | TcdB GH inh
C[C@@H]1CN([C@@H](C)CO)C(=O)Cc2cc(NS(=O)(=O)c3ccc(Cl)cc3)ccc2O[C@@H]1CN(C)Cc1ccc(C(=O)Nc2ccccc2N)cc1 | -3.0
Cc1noc(C)c1S(=O)(=O)N1[C@@H]2CNC[C@H]1C2c1ccc(-c2ccccc2)cc1 (stereo partly specified) | 0.0

This part in full (from the top)
SMILES | TcdB GH inh
C[C@@H]1CN([C@@H](C)CO)C(=O)Cc2cc(NS(=O)(=O)c3ccc(Cl)cc3)ccc2O[C@@H]1CN(C)Cc1ccc(C(=O)Nc2ccccc2N)cc1 | -3.0
Cc1noc(C)c1S(=O)(=O)N1[C@@H]2CNC[C@H]1C2c1ccc(-c2ccccc2)cc1 (stereo partly specified) | 0.0
O=C(NCc1ccncn1)[C@@H]1[C@@H](CO)[C@@H]2Cn3c(cccc3=O)[C@H]1N2CC1CC1 | -0.1
CC(C)C#Cc1cnc2c(c1)C(=O)N([C@@H](C)CO)C[C@H](C)[C@H](CN(C)C(=O)Nc1cccc(F)c1)O2 | 1.4
CO[C@H]1CN(C)C(=O)c2ccc(NC(=O)Nc3cccc(F)c3)cc2OC[C@H](C)N(C(=O)C2CC2)C[C@@H]1C | -1.4
[N-]=[N+]=Nc1ccccc1C[C@]1(C(=O)N2CCCCC2)N=C(c2ccc(OCCCO)cc2)O[C@H]1c1ccccc1 | 0.4
CC(C)NC(=O)Nc1ccc2c(c1)C(=O)N([C@@H](C)CO)C[C@H](C)[C@H](CN(C)C(=O)c1ccccc1)OCCCC[C@@H](C)O2 | -0.1
Cc1noc(C)c1S(=O)(=O)N(C)C[C@H]1Oc2c(NC(=O)c3cnccn3)cccc2C(=O)N([C@@H](C)CO)C[C@H]1C | -0.2
CCCC(=O)Nc1ccc2c(c1)C(=O)N(C)C[C@@H](OC)[C@@H](C)CN(C(=O)CC1CC1)[C@@H](C)CO2 | -0.9
COc1ccc2c3c(n(C)c2c1)[C@@H](CO)N(C(=O)C1CC1)CC31CCN(C(=O)Nc2cccc(F)c2)CC1 | -0.4

Some of the entries so far, tab-delimited.
structure	TcdB GH inh
C[C@@H]1CN([C@@H](C)CO)C(=O)Cc2cc(NS(=O)(=O)c3ccc(Cl)cc3)ccc2O[C@@H]1CN(C)Cc1ccc(C(=O)Nc2ccccc2N)cc1	-3.0
Cc1noc(C)c1S(=O)(=O)N1[C@@H]2CNC[C@H]1C2c1ccc(-c2ccccc2)cc1 (stereo partly specified)	0.0
O=C(NCc1ccncn1)[C@@H]1[C@@H](CO)[C@@H]2Cn3c(cccc3=O)[C@H]1N2CC1CC1	-0.1
CC(C)C#Cc1cnc2c(c1)C(=O)N([C@@H](C)CO)C[C@H](C)[C@H](CN(C)C(=O)Nc1cccc(F)c1)O2	1.4
CO[C@H]1CN(C)C(=O)c2ccc(NC(=O)Nc3cccc(F)c3)cc2OC[C@H](C)N(C(=O)C2CC2)C[C@@H]1C	-1.4
[N-]=[N+]=Nc1ccccc1C[C@]1(C(=O)N2CCCCC2)N=C(c2ccc(OCCCO)cc2)O[C@H]1c1ccccc1	0.4
CC(C)NC(=O)Nc1ccc2c(c1)C(=O)N([C@@H](C)CO)C[C@H](C)[C@H](CN(C)C(=O)c1ccccc1)OCCCC[C@@H](C)O2	-0.1
Cc1noc(C)c1S(=O)(=O)N(C)C[C@H]1Oc2c(NC(=O)c3cnccn3)cccc2C(=O)N([C@@H](C)CO)C[C@H]1C	-0.2
CCCC(=O)Nc1ccc2c(c1)C(=O)N(C)C[C@@H](OC)[C@@H](C)CN(C(=O)CC1CC1)[C@@H](C)CO2	-0.9
COc1ccc2c3c(n(C)c2c1)[C@@H](CO)N(C(=O)C1CC1)CC31CCN(C(=O)Nc2cccc(F)c2)CC1	-0.4

The listing continues.
SMILES | TcdB GH inh
COc1cc(CN2CC3(CCN(C(=O)CN4CCOCC4)CC3)c3c(n(C)c4cc(OC)ccc34)[C@H]2CO)cc(OC)c1 | -1.2
CCCN1C[C@H](C)[C@H](OC)CN(C)C(=O)c2cc(NC(=O)c3cnccn3)ccc2OC[C@@H]1C | 0.6
C[C@H]1CN([C@@H](C)CO)C(=O)c2cc(NC(=O)Nc3ccccc3)ccc2O[C@@H]1CN(C)S(=O)(=O)c1ccccc1 | 1.1
C[C@@H](O)C#Cc1ccc2c(c1)O[C@H](CN(C)C(=O)c1ccccc1)[C@@H](C)CN([C@@H](C)CO)S2(=O)=O | -1.5
O=C(O)C[C@@H]1C[C@H]2c3cc(NC(=O)NC4CCCC4)ccc3O[C@H]2[C@H](CO)O1 | -1.0
CNC[C@H]1OCCCC[C@@H](C)Oc2ccc(NS(=O)(=O)c3ccc(F)cc3)cc2C(=O)N([C@H](C)CO)C[C@@H]1C | 0.7
C[C@H](CO)N1C[C@H](C)[C@@H](CN(C)S(=O)(=O)c2ccccc2)Oc2ccc(NC(=O)NC3CCCCC3)cc2CC1=O | 0.1
C[C@H](CO)N1C[C@H](C)[C@@H](CN(C)S(=O)(=O)c2cccs2)OCCCC[C@H](C)Oc2ccc(NS(=O)(=O)c3ccc(F)cc3)cc2C1=O | 0.3
C[C@H]1CN([C@@H](C)CO)S(=O)(=O)c2ccc(C#CC3CC3)cc2O[C@H]1CN(C)C(=O)c1ccccc1 | -0.2
Cc1noc(C)c1NC(=O)NCC[C@H]1CC[C@@H](NC(=O)c2ccc(F)cc2)[C@@H](CO)O1 | -1.3
C[C@H](CO)N1C[C@H](C)[C@@H](CN(C)C(=O)Nc2ccc(C(F)(F)F)cc2)OCCCC[C@H](C)Oc2ccc(NS(=O)(=O)c3ccccc3)cc2C1=O | 0.1
C[C@@H]1CN([C@H](C)CO)C(=O)c2cc(C3=CCCC3)cnc2O[C@H]1CN(C)C(=O)C1CCC1 | 1.1
COc1ccc(S(=O)(=O)N[C@@H]2CC[C@H](CC(=O)O)O[C@H]2CO)cc1 | -1.4
CCCN(C)C[C@@H]1Oc2cc(C#Cc3ccncc3)ccc2S(=O)(=O)N([C@H](C)CO)C[C@@H]1C | 1.0
O=C(Nc1cc(F)ccc1F)N[C@H]1CC[C@H](CCNC(=O)c2cnccn2)O[C@@H]1CO | 0.0
C[C@H](CO)N1C[C@H](C)[C@H](CN(C)Cc2ccncc2)Oc2ncc(C#CC3CCCCC3)cc2C1=O | 0.3
CCC(=O)N(C)C[C@@H]1Oc2cc(-c3ccc(C#N)cc3)ccc2S(=O)(=O)N([C@@H](C)CO)C[C@H]1C | -0.6
C[C@H]1CN([C@@H](C)CO)C(=O)Cc2cc(NC(=O)Nc3ccc(F)cc3)ccc2O[C@@H]1CN(C)C(=O)Nc1cccc2ccccc12 | -1.1
CCCC#Cc1ccc([C@H]2[C@@H](CO)N3CCCCN(C(=O)c4ccc5c(c4)OCO5)C[C@@H]23)cc1 | 1.2
CN(C)C(=O)[C@@H]1[C@@H](CO)[C@@H]2Cn3c(ccc(-c4cncnc4)c3=O)[C@@H]2N1Cc1cc(F)ccc1F | 0.5
CC(C)c1cn(CC[C@H]2CC[C@@H](NC(=O)c3cccc(F)c3)[C@H](CO)O2)nn1 | 1.3
Cc1noc(C)c1NC(=O)Nc1ccc2c(c1)C(=O)N([C@@H](C)CO)C[C@@H](C)[C@H](CN(C)S(=O)(=O)c1c(C)noc1C)OCCCC[C@@H](C)O2 | 0.5
C[C@H]1CN([C@@H](C)CO)C(=O)Cc2cc(NC(=O)Cn3cnnn3)ccc2O[C@@H]1CN(C)Cc1ccc(Oc2ccccc2)cc1 | -0.5
COc1ccccc1S(=O)(=O)N[C@@H]1CC[C@H](CCNC(=O)C2CCOCC2)O[C@H]1CO | -0.3
C[C@@H]1CCCCO[C@@H](CN(C)S(=O)(=O)c2ccc(Cl)cc2)[C@@H](C)CN([C@@H](C)CO)C(=O)c2cc(NC(=O)CCCN(C)C)ccc2O1 | 2.2
O=C(C1CCOCC1)N1CC(=O)N2[C@H](CO)[C@H](c3ccc(/C=C/c4ccccc4)cc3)[C@@H]2C1 | 0.3
CO[C@H]1CN(C)C(=O)c2cc(NS(C)(=O)=O)ccc2OC[C@@H](C)N(C(=O)CC2CC2)C[C@@H]1C | 0.5
COc1ccc(S(=O)(=O)N(C)C[C@@H]2Oc3ccc(NC(=O)C4CC4)cc3C(=O)N([C@H](C)CO)C[C@H]2C)cc1 | -2.0
N#C[C@@H]1[C@@H](c2ccccc2)[C@@H](CO)N1C(=O)Cc1ccccc1 | -5.0
CO[C@H]1CN(C)C(=O)c2ccc(NC(=O)c3ccccc3F)cc2OC[C@H](C)N(C(C)=O)C[C@@H]1C | 0.8
C[C@@H]1CN([C@H](C)CO)C(=O)c2cc(C#C[C@@H](C)O)cnc2O[C@H]1CN(C)C(=O)Cc1ccncc1 | -0.6
CN1C(=O)c2cc(NC(=O)c3cccs3)ccc2OC[C@H]2O[C@H](CC(=O)N3CCOCC3)CC[C@H]21 | -0.4
CC=Cc1ccc2n(c1=O)C[C@H]1[C@H](CO)[C@@H](C(=O)N[C@@H](C)c3ccccc3)[C@@H]2N1Cc1cncnc1 (mixture of isomers) | 2.0
COc1cccc(NC(=O)N(C)C[C@@H]2Oc3cc(/C=C/c4ccccc4)ccc3S(=O)(=O)N([C@@H](C)CO)C[C@H]2C)c1 | -0.9
O=C(C[C@@H]1CC[C@H]2[C@@H](COC[C@@H](O)CN2Cc2cc(F)ccc2F)O1)N[C@H]1CCN(Cc2ccccc2)C1 | -0.3
O=C(c1cnccn1)N1CC[C@@H]2[C@@H](CO)Nc3ccc(-c4ccccc4F)cc3[C@@H]21 | 0.6
Cc1ccccc1S(=O)(=O)N1C[C@@H](O)COC[C@@H]2O[C@H](CC(=O)O)CC[C@H]21 | -1.9
CN(C)CC#Cc1ccc([C@@H]2[C@@H](CO)N3C(=O)CN(C(=O)c4cccc(F)c4)C[C@@H]23)cc1 | -0.7
C[C@@H]1CN([C@@H](C)CO)S(=O)(=O)c2ccc(C3=CCCC3)cc2O[C@H]1CN(C)Cc1cccnc1 | 0.1
C[C@@H]1CN([C@H](C)CO)C(=O)c2c(c3ccccc3n2C)-c2ccccc2CO[C@@H]1CN(C)C(=O)Nc1cccc(C(F)(F)F)c1 | -0.3
Cc1cccc(S(=O)(=O)N[C@H]2CC[C@H](CCNC(=O)CCN3CCCCC3)O[C@@H]2CO)c1 | 0.4
CC(C)NC(=O)N(C)C[C@H]1OCCCC[C@@H](C)Oc2ccc(NS(=O)(=O)c3ccc(F)cc3)cc2C(=O)N([C@H](C)CO)C[C@@H]1C | -0.9
C[C@@H]1CN([C@H](C)CO)C(=O)c2ccccc2-c2ccccc2CO[C@H]1CN(C)S(=O)(=O)c1ccccc1 | 0.4
C[C@H](CO)N1C[C@H](C)[C@@H](CN(C)Cc2ccc(C(F)(F)F)cc2)Oc2ccc(NC(=O)Nc3ccccc3)cc2CC1=O | -0.2
COc1ccc(NC(=O)Nc2ccc3c(c2)CC(=O)N([C@H](C)CO)C[C@H](C)[C@@H](CN(C)C(=O)Nc2ccccc2)O3)cc1 | -1.4
COCC#Cc1cnc2c(c1)C(=O)N([C@H](C)CO)C[C@@H](C)[C@@H](CN(C)C(=O)Cc1cccnc1)O2 | -0.7
CCCC#Cc1ccc([C@H]2[C@@H](C#N)N(C(=O)C3CCCC3)[C@@H]2CO)cc1 | -4.0
O=C(C[C@@H]1CC[C@H]2[C@@H](COC[C@@H](O)CN2S(=O)(=O)c2ccc(F)cc2)O1)NCCN1CCCCC1 | -0.7
CC(C)NC(=O)N1[C@H](CO)[C@H]2c3ccccc3N(C(=O)Nc3cccc(Cl)c3)C[C@H]21 | 0.1
COc1ccc2c3c([nH]c2c1)[C@@H](CO)N(S(C)(=O)=O)CC31CCN(CC2CC2)CC1 | -0.4

Carrying on.
SMILES | TcdB GH inh
CC(C)NC(=O)N1[C@H](CO)[C@@H]2c3ccccc3N(C(=O)C3CC3)C[C@@H]21 | 0.8
O=C(C[C@H]1C[C@H]2c3cc(NC(=O)CC4CC4)ccc3O[C@H]2[C@H](CO)O1)NCC(F)(F)F | -0.1
C[C@H](CO)N1C[C@H](C)[C@@H](CN(C)Cc2ccc(C(=O)Nc3ccccc3N)cc2)Oc2ccc(NC(=O)Cc3ccccc3)cc2C1=O | -1.0
O=C(C[C@@H]1CC[C@H]2[C@@H](COC[C@@H](O)CN2C(=O)c2cnccn2)O1)NCc1ccc(F)cc1 | -1.8
C[C@H]1CN([C@@H](C)CO)C(=O)c2cccc(NC(=O)c3nc4ccccc4s3)c2O[C@H]1CN(C)S(C)(=O)=O | 0.3
C[C@@H]1CN([C@@H](C)CO)C(=O)Cc2cc(NC(=O)Nc3ccc(F)cc3)ccc2O[C@H]1CN(C)Cc1ccc(C(F)(F)F)cc1 | -1.2
COc1ccccc1-c1cnc2c(c1)C(=O)N([C@@H](C)CO)C[C@H](C)[C@H](CN(C)C(=O)CC1CC1)O2 | 1.4
C#CCNC(=O)C1=C[C@H](c2ccc(C#C)cc2)C[C@H](OCCCCO)O1 | -0.6
O=C(C[C@@H]1C=C[C@H](NC(=O)NC2CCCC2)[C@H](CO)O1)NCc1ccc(F)cc1 | 0.2
Cc1noc(C)c1S(=O)(=O)Nc1ccc2c(c1)CC(=O)N([C@@H](C)CO)C[C@@H](C)[C@@H](CN(C)S(=O)(=O)c1c(C)noc1C)O2 | 0.7
C[C@H](CO)N1C[C@H](C)[C@H](CN(C)S(C)(=O)=O)Oc2cc(C#CC3CCCC3)ccc2S1(=O)=O | 1.1
CC(C)C#Cc1cnc2c(c1)C(=O)N([C@@H](C)CO)C[C@H](C)[C@@H](CN(C)Cc1ccccc1)O2 | 1.5
COc1ccc(-c2cnc3c(c2)C(=O)N([C@H](C)CO)C[C@H](C)[C@@H](CN(C)S(C)(=O)=O)O3)cc1 | -0.6
CC(C)(C)[S@@](=O)N1Cc2cc(C(=O)N[C@H]3CCN(Cc4ccccc4)C3)nc(-c3cccc(-c4cccnc4)c3)c2[C@H]1CCO | -0.1
C[C@H](CO)N1C[C@H](C)[C@H](CN(C)C(=O)NC2CCCCC2)Oc2ncc(C#Cc3ccc(C(F)(F)F)cc3)cc2C1=O | -8.1
O=C(Nc1ccccc1F)N[C@@H]1C=C[C@H](CC(=O)N2CCCCC2)O[C@@H]1CO | -0.4
CCCN1C[C@@H](C)[C@H](OC)CN(C)C(=O)c2cc(NC(=O)c3ccc(F)cc3)ccc2OC[C@@H]1C | 0.5
CC=Cc1ccc2n(c1=O)C[C@H]1[C@H](CO)[C@@H](C(=O)NCC3CC3)N(C(=O)C3CCOCC3)[C@@H]21 (mixture of isomers) | 2.7
CC=Cc1ccc2n(c1=O)C[C@H]1[C@H](CO)[C@@H](C(=O)NCCc3cn(C)cn3)N(C(=O)C3CC3)[C@@H]21 (mixture of isomers) | 0.1

Not all compounds are listed (hit frequency here may not be typical).
